Mito fusion act: mitochondrial division inhibition or fusion activation. S. cerevisiae fusion-defective mutant growth rescue, CellTiterGlo 48 h. Potency, µM (top dose mostly 46.1 µM), for inactives: at the highest dose growth rescue (activation), hits mostly activators. 320,000 compounds, 0.23% hits;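 also: potency is read from the fitted curve at half-maximal effect; % of control where 0% means no effect; nearly all actives have a fitted effect of over 45% in size; temperature-sensitive fusion mutants such as fzo1-1 at 37 °C on non-fermentable ethanol glycerol medium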
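Luminescent cell viability in 1536-well qHTS format served as the measure of rescued growth in ts fusion-mutant S. cerevisiae cultured on non-fermentable YPEG for 48 hours at 37C.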
S-ASM inh: human S-ASM enzyme inhibition; 340,000 compounds, 0.006% hits; placental ASM, HMU-PC fluorogenic substrate, 60 min; P17405; Potency, µM (series often up to 57.5 µM), for inactives: top-dose activity change, negative = inhibition, actives largely listed as inhibitors; AID 504937; also: potency is read from the fitted curve at half-maximal effect
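Human placenta-derived ASM enzyme was preincubated with compound for 10 minutes at room temperature, then given fluorogenic substrate HMU-PC0 (9 uM final) for 60 minutes at 37 °C; a pH 10 stop preceded fluorescence reading at Ex 386/Em 447 nm.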
TSHR antag: blocks TSH signaling through the human TSH receptor. TSHR-expressing cells, TSH-stimulated cAMP HTRF, 2 h; active compounds read low. activity change, negative = inhibition, % at 11.5 µM. 330,000 compounds, 0.2% hits. AID 504810;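 active = activity change below a set negative limit, meaning inhibition stronger than a set level, cut at about -70% in these data; inconclusive = activity change between two set negative limits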; also: % is scaled to controls: 0 for no effect and ±100 for the full control effect
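Cell-based HTRF cAMP assay; TSHR cells + compound, TSH EC80 (4nM final), 2 h, 37 deg C. Lysis with anti-cAMP cryptate and cAMP-d2, 30 min RT, read 665/620 nm.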
ELG1 repair inh: inhibitors of ELG1-dependent DNA repair in HEK293T cells; Potency, µM (highest dose often 46.1 µM), for the others: at the highest dose activity change, negative = inhibition, actives largely listed as inhibitors; HEK293T ELG1-luciferase reporter, luminescence, 16 h; DNA damage induced by 5-fluorouridine; 330,000 compounds, 2.3% hits; AID 504467; also: potency is read from the fitted curve at half-maximal effect; % is scaled to controls: 0 for no effect and ±100 for the full control effect; nearly all actives have a fitted effect of over 55% in size
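Cells (2,000 per well) received 5-fluorouridine plus test compound or DMSO and were incubated 16 hr at 37 °C, 5% CO2. Luciferase activity was read by luminescence 30 min after ONE-Glo addition; signal suppression marked inhibition of damage-induced ELG1 function.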
Tb PFK block: T. brucei PFK enzyme inhibition; Potency, µM (top dose mostly 57.5 µM), without a hit: at the highest dose activity, negative = inhibition, usual class: inhibitors; 330,000 compounds, 0.17% hits; O15648; T. brucei PFK, ADP-Glo luminescence; AID 485367;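 also: potency is read from the fitted curve at half-maximal effect; 0% = uninhibited 1x PFK enzyme wells and -100% = no-enzyme wells; nearly all actives have a fitted effect of over 60% in size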
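PFK 1.25 nM, F6P 0.5 mM, ATP 0.1 mM, 0.1 M TEA pH 8.0, 5 mM MgCl2, 0.01% Tween20, 0.1% BSA; 45 min RT. ADP-Glo readout. qHTS titration up to 57 uM; curves fitted, compounds curve-classed.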
AT treatment: potential ataxia-telangiectasia treatments restoring KAP-1 phosphorylation | […] A-T fibroblasts, KAP-1 phosphorylation AlphaLISA; neocarzinostatin DNA damage 30 min before lysis | Potency, µM (titrated, usually from 57.5 µM), inactives show at the top dose activation, actives largely listed as activators | 320,000 compounds, 0.19% hits; also: potency is read from the fitted curve at half-maximal effect; % of control where 0% means no effect; nearly all actives have a fitted effect of over 45% in size
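hTERT-immortalized A-T patient fibroblasts ([…]), 500 cells/well in OPTI-MEM, 1% FBS, got compounds for 60 min, then NCS for 30 min at 37C. Lysates were then assayed for phospho-KAP-1 by AlphaLISA (anti-pKAP1 donor, anti-KAP1 acceptor beads), 6 hr at 25C.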
TCR act: activators of T cell receptors | Potency, µM (doses to about 9.22 µM), without a hit: at the top dose activation of IL-2 secretion, most hits filed as activators | primary human leukocytes, anti-CD3, IL-2 HTRF, 48 h | 330,000 tested, under 10 active; also: % of control where 0% means no effect
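HTRF read-out of IL-2 secretion: europium cryptate donor excited at 320nm, d2 acceptor emission at 665nm. Cells were primary human leukocytes incubated 48 hr with compounds and a-CD3 beads, supplying TCR signal only.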
Eya2 phos inh: Eya2 (human) phosphatase inhibition; O00167; recombinant Eya2, OMFP fluorescence dephosphorylation (OMFP is methylfluorescein phosphate); Potency, µM (doses to about 76.9 µM), for the others: at the top dose activity, negative = inhibition, hits mostly inhibitors; 330,000 compounds, 0.006% hits; also: potency is read from the fitted curve at half-maximal effect; % is scaled to controls: 0 for no effect and ±100 for the full control effect
Target sequence (O00167 whole entry, looked up): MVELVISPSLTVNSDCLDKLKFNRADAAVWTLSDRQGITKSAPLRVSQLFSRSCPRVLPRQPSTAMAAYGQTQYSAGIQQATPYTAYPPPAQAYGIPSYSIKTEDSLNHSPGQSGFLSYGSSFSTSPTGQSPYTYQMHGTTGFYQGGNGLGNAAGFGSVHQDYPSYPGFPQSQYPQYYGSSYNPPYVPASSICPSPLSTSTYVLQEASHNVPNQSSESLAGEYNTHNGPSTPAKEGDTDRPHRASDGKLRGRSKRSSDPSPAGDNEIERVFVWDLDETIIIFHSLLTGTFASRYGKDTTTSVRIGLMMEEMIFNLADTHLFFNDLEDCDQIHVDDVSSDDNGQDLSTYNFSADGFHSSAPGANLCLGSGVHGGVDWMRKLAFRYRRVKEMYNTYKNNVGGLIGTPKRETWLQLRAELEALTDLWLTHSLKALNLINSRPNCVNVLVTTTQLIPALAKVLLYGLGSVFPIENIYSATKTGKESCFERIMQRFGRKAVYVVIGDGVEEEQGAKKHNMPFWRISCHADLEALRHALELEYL
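Eya2 protein (added as 0.2 uM solution) was preincubated with compound for 10 min at ambient temperature in 50 mM HEPES pH 7.5, 50 mM NaCl, 5 uM MgCl2, 0.05% BSA, 1 mM DTT. OMFP (added at 50 uM) then reacted 10 min; fluorescence read at 485/525 nm.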
PTAP TSG101 blk: blocks PTAP/TSG101 interaction to inhibit HIV-1 budding. Q99816. Fluorescence polarization, FITC-PTAP peptide / Tsg101 binding. Potency, µM (series often up to 115 µM), without a hit: at the top dose activity change, negative = inhibition, actives largely listed as inhibitors. 340,000 tested, under 10 active. AID 493005; active = well fitted inhibition curve with a large enough effect in the main read-out, with a control signal flat, not every such curve was filed as active; inconclusive = small, poorly fitted or top-dose-only effect, or effect the other way, or a change in a side signal; inactive = no such curve, though single readings can be large or run the other way; also: potency is read from the fitted curve at half-maximal effect; % of control where 0% means no effect
Target sequence (Q99816 whole entry, looked up): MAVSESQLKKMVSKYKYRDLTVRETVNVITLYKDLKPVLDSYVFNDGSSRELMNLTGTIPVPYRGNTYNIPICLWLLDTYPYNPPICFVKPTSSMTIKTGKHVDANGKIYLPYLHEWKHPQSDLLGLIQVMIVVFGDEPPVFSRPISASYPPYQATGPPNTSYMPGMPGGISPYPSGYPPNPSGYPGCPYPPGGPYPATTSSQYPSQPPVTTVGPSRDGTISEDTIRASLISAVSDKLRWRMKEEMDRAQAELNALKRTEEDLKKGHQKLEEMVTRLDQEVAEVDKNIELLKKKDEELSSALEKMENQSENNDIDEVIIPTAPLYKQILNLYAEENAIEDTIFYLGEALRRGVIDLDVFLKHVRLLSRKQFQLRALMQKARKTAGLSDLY
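Tsg101 binding domain (10 uM final) was mixed with compound and a FITC-labeled PTAP peptide (50 nM final) in HEPES pH 7.5 buffer with NaCl, Tween 20, EDTA and TCEP; fluorescence polarization was read after 20 min at r.t.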
Integrin act MD: activators of alpha7 integrin expression for muscular dystrophy | alpha7betagal myoblasts, beta-gal FDG fluorescence, 48 h | 350,000 compounds, 0.064% hits | Potency, µM (titrated, usually from 38.3 µM), without a hit: top-dose activation, hits mostly activators;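 also: potency is read from the fitted curve at half-maximal effect; 100% = response of the positive control SU9516; nearly all actives have a fitted effect of over 60% in size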
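alpha7betagal+/- myoblasts (passage 13, 250/well) treated 48 h at 37C with compounds at 1:260 dilution of DMSO stock. Lysed, then beta-galactosidase activity read as FDG fluorescence (ex 480/em 540) after 30 min, with pre-read for autofluorescence.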
Chronic BCR inh: chronic active BCR signaling inhibition; ABC-DLBCL IkBa-CBG/CBR reporter, luminescence ratio, 4 h; Potency, µM (titrated, usually from 46.1 µM), inactives show at the top dose ratio change, negative = lower green/red ratio, most hits filed as inhibitors; 340,000 compounds, 0.05% hits; active = well fitted inhibition curve with a large enough effect in the signal ratio, with a control signal flat, not every such curve was filed as active; inconclusive = small, poorly fitted or top-dose-only effect, or effect the other way, or a change in a side signal; the % refers to the signal ratio;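 also: potency is read from the fitted curve at half-maximal effect; plate controls were basal doxycycline-induced cells for no effect and cells given 10 µM MG132 for full effect; MG132 reads +100%, hits lower the ratio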
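Doxycycline induced both beetle luciferases in TMD8 lymphoma cells; IKK-driven degradation limits the IkappaBalpha-fused green signal, while red luminescence normalises for cell number and nonspecific effects. Compounds tested up to 46 uM, 4 hrs.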
An asterisk follows results filed as active; ? = inconclusive; / = no result given; [ ] = another dose, or the depositor's remark. Unless noted, calls follow the shape of the dose curve; as a rule, active = well fitted curve in the direction sought with a large enough effect; inconclusive = small, poorly fitted or top-dose-only effect, or another doubt; inactive = no such curve, though single readings can be large; an effect the other way counts as inactive or inconclusive.

SMILES	Mito fusion act	S-ASM inh	TSHR antag	ELG1 repair inh	Tb PFK block	AT treatment	TCR act	Eya2 phos inh	PTAP TSG101 blk	Integrin act MD	Chronic BCR inh
Cc1ccc(N2CC(C(=O)Nc3nccs3)CC2=O)cc1Cl (stereo not given)	0%	-4%	-9	?	4%	1%	-2%	0%	-6%	-8%	?
Cc1ccccc1C(=O)NC1CCCN(Cc2ccccc2F)C1 (stereo not given)	3%	3%	5	-12%	1%	4%	/	5%	-1%	6%	2%
Cc1cc(C(=O)N2CCN(Cc3ccccc3)CC2)on1	1%	1%	-4	3%	1%	-3%	1%	16%	-4%	12%	14%
Cn1cc(CNCc2ccccc2OCC(O)CN2CCc3ccccc3C2)cn1 (stereo not given)	-1%	-2%	10	5%	-6%	-5%	-7%	-18%	2%	-63%[inhibitor]	?
CC1CCCCC12NC(=O)N(CC(=O)OCC(=O)NCc1ccc(F)cc1)C2=O (stereo not given)	-5%	4%	12	10%	-6%	-1%	6%	0%	0%	27%	-5%
COc1cccc(-c2c(C(=O)N/N=C/c3ccoc3)nnn2-c2nonc2N)c1	2%	-6%	-2	10%	-2%	1%	2%	9%	-1%	0%	?
CSc1ccc(S(=O)(=O)NCCOc2ccccc2C)cc1	4%	-1%	-12	?	0%	/	-3%	-9%	1%	15%	-5%
COC(=O)Nc1ccc2c(c1)N(C(=O)CCN(C)C)c1ccccc1CC2	-1%	19%	33	8%	6%	-15%	-3%	1%	-3%	1%	-3%
CC(=O)C1=C(C)N(Cc2ccccc2)C(=O)N[C@H]1CCc1ccccc1	0%	-4%	-7	-19%	0%	22%	-2%	3%	-6%	16%	-1%
CC(C)OCCCN1CN(S(=O)(=O)c2ccccc2)c2nc3ccccc3nc21	2%	9%	-4	16%	6%	11%	5%	-3%	-2%	-11%	5%
CN1COc2ccc3ccccc3c2C1	1%	5%	-1	4%	-5%	1%	0%	10%	-6%	12%	4%
CSCCC(NC(=O)COc1ccccc1)C(=O)OC(C)C(=O)Nc1ccccc1C (stereo not given)	-1%	2%	8	11%	-1%	-3%	5%	-6%	-2%	-7%	1%
Cc1ccc(OCC(=O)NCCNC(=O)c2cnccn2)cc1C	8%	0%	32	27%	-16%	14%	2%	2%	0%	?	0%
COc1ccc(-c2cc(=O)c3cc(OC)ccc3[nH]2)cc1	-1%	11%	-1	?	1%	12%	4%	-15%	1%	-8%	1%
Cn1cc(CC(=O)NCCCN2CCCC2=O)c2ccccc21	-1%	3%	-5	18%	0%	-6%	4%	16%	-3%	3%	7%
Cc1ccc(NC(=O)Nc2ncnc3nc[nH]c23)cc1	0%	-2%	-9	?	1%	2%	5%	-28%	2%	2%	7%
Cc1ccc(CNCc2cc(Cl)ccc2O)cc1	-2%	5%	-11	9%	-1%	0%	-2%	4%	-14%	11%	1%
CCCc1nnc(NC(=O)CN2C(=O)c3ccccc3S2(=O)=O)s1	-4%	-3%	6	7%	2%	1%	5%	-3%	-5%	12%	10%
Cc1cc(C)cc(NC(=S)N2CCN(Cc3ccccc3)CC2)c1	0%	5%	-5	4%	1%	0%	4%	-23%	0%	-3%	1%
COC(=O)c1cn(C(=O)c2ccc(C)cc2C)c2ccccc12	6%	-9%	-2	-11%	0%	-1%	/	6%	-6%	23%	?
CNS(=O)(=O)c1cccc(C(=O)NCC(c2cccs2)N(C)C)c1 (stereo not given)	-4%	3%	3	0%	-1%	4%	-3%	-9%	-4%	3%	-18%
Cc1cc(C)cc(NS(=O)(=O)c2cc3[nH]c(=O)c(=O)[nH]c3cc2C)c1	-2%	-6%	8	-1%	0%	-3%	1%	-5%	-2%	0%	3%
CCC(C)NC(=O)c1ccccc1NC(=O)C1COc2ccccc2O1 (stereo not given)	11%	-3%	41	?	-4%	10%	1%	3%	-1%	0%	-11%
CCCCNC(=O)CCn1nc(-c2ccc(Cl)cc2)c2ccccc2c1=O	12%	-4%	-5	?	3%	11%	3%	-10%	-1%	-18%	-1%
COc1nn(CC(=O)N2N=C(C)CC2(O)C(F)F)cc1[N+](=O)[O-] (stereo not given)	0%	6%	-4	7%	-2%	1%	-1%[46.1 µM]	4%	1%	21%	-12%
COc1ccc(C2CC(c3cccs3)=NN2C(=O)CSc2nc3ccccc3o2)cc1 (stereo not given)	2%	-5%	44	-17%	0%	/	-11%	-3%	-3%	-47%[inhibitor]	5%
N=c1n(Cc2ccccc2)c2ccccc2n1Cc1ccccc1	-37%[inhibitor]	5%	7	?	-4%	-1%	0%[46.1 µM]	-3%	2%	-49%[inhibitor]	?
O=C(Nc1ccccc1)c1ccc(CSc2ncccn2)cc1	2%	-3%	29	?	-6%	0%	0%	-18%	0%	3%	?
Cc1nc(-c2ccccn2)sc1C(=O)Nc1ccc(F)cc1F	2%	4%	-4	?	0%	3%	-2%	-2%	-8%	4%	?
CCOC(=O)c1ccc(NC(=S)NNC(=O)C2(C)CC2(Cl)Cl)cc1 (stereo not given)	0%	-4%	-10	1%	-1%	-2%	1%[46.1 µM]	-21%	-4%	-16%	?

Continued; it opens with the 2 that closed the last part.
SMILES	Mito fusion act	S-ASM inh	TSHR antag	ELG1 repair inh	Tb PFK block	AT treatment	TCR act	Eya2 phos inh	PTAP TSG101 blk	Integrin act MD	Chronic BCR inh
Cc1nc(-c2ccccn2)sc1C(=O)Nc1ccc(F)cc1F	2%	4%	-4	?	0%	3%	-2%	-2%	-8%	4%	?
CCOC(=O)c1ccc(NC(=S)NNC(=O)C2(C)CC2(Cl)Cl)cc1 (stereo not given)	0%	-4%	-10	1%	-1%	-2%	1%[46.1 µM]	-21%	-4%	-16%	?
COc1cccc(CNc2ccc3c(c2)ncn3C)c1OC	3%	0%	0	?	-6%	-12%	/	-2%	-3%	1%	7%
Cc1cc(C)nc(NS(=O)(=O)c2ccc(NC(=O)CCN3C(=O)c4ccccc4C3=O)cc2)n1	0%	12%	3	3%	3%	3%	-1%	9%[15.4 µM]	-8%	23%[7.66 µM]	0%
COc1cc(/C=C/C(=O)OCC(=O)Nc2cccc(F)c2)ccc1O	/	9%	-10	-17%	0%	6%	-6%[46.1 µM]	-14%	-2%	-2%	-2%
O=C(CCNS(=O)(=O)c1ccccc1)NNC(=O)c1cccc(Cl)c1	/	-3%	/	-14%	2%	10%	-3%	6%	-5%	28%	-1%
CCCC(c1nnnn1Cc1ccc(OC)cc1)N1CCN(c2ccccc2)CC1 (stereo not given)	27%	-3%	-48	-8%	-1%	4%	1%	0%	-4%	11%	0%
COc1ccc(C(=O)N2CCSC2=S)cc1OC	1%	-1%	23	7%	-4%	4%	3%	15%	-2%	29%	?
CCC(C)c1ccccc1NC(=O)c1cc(C)no1 (stereo not given)	1%	5%	-5	14%	-4%	1%	11%	7%	-8%	?	4%
Cc1sc2ncnc(N3CCC(C(=O)Nc4ccc(OC(F)F)c(Cl)c4)CC3)c2c1C	/	-24%	/	10µM*	3%	-29%	/	-2%	1%	0%	?
COC(=O)c1ccc(OCC(=O)N2CCCc3ccccc32)cc1	11%	-3%	5	1%	3%	7%	1%	9%	-2%	-19%	1%
COc1cccc(CC(NC(C)=O)C(=O)NC2CCN(C(=O)NCc3ccccc3)CC2)c1 (stereo not given)	3%	6%	2	1%	2%	-9%	4%	5%	-1%	3%	?
N#CC1=C(SCc2ccccc2)NC(=O)CC1c1ccc(O)cc1 (stereo not given)	8%	-1%	15	-10%	-4%	-5%	2%	-15%	-1%	17%	?
CC(C)CC1Nc2ncnc(N3CCOCC3)c2N(Cc2ccc(Br)cc2)C1=O (stereo not given)	8%	1%	-8	2%	-9%	-1%	-1%	14%	-5%	4%	-9%
O=C1c2cccc([N+](=O)[O-])c2C(=O)N1c1ccccc1	0%	-2%	0	?	0%	-1%	1%[46.1 µM]	3%	3%	-1%	-1%

Bioassay records from PubChem.
